# Assay outcomes from PubChem.
# UHRF1 binding: UHRF1 methyl-DNA binding inhibition. 370,000 compounds, 0.75% hits. AID 687016. Q96T88. inhibition, % at 4.4 µM. UHRF1 binding to methylated oligo, TR-FRET; in the data active = inhibition above about 21%;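 also: UHRF1 SRA domain binding a hemimethylated CpG hairpin DNA probe; 0% = median of test compound wells and 100% = reference inhibitor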
# TDP2 inh: blocks human TDP2 phosphodiesterase activity; O95551; recombinant TDP2, T5PNP hydrolysis, p-nitrophenol absorbance 415 nm; inhibition, % at 12.8 µM; 370,000 compounds, 0.34% hits;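 active = inhibition above the mean of all tested compounds plus 3 SD, set per campaign, cut at about 25% in these data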;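 also: 0% = DMSO with enzyme and 100% = buffer with substrate but no TDP2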
#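 Test system: Human TDP2 enzyme | Reagent: 5 mM T5PNP | Compound dosing: 12.8 µM single point, 1% DMSO | Incubation: Enzyme reaction with compound for 2 h at 37 °C | Technique: p-Nitrophenol epi absorbance | Read-out: % inhibition relative to enzyme-containing and enzyme-free wells | Benchmarks: High control without enzyme, low control DMSO plus TDP2 | Replicates: Singlicate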
# mABHD4 FP: inhibits mouse alpha/beta hydrolase domain 4. AID 720543. purified mABHD4, FP-Rh probe fluorescence polarization. inhibition, % at 8.92 µM. 370,000 compounds, 0.54% hits;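 active = inhibition exceeding the mean over every tested compound plus 3 SD, cut at about 30% in these data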;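 also: 0% = plate median of compound wells and 100% = S159A mutant with DMSO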
# Target sequence (Q8VD66 whole entry, looked up, the tested form may be a part): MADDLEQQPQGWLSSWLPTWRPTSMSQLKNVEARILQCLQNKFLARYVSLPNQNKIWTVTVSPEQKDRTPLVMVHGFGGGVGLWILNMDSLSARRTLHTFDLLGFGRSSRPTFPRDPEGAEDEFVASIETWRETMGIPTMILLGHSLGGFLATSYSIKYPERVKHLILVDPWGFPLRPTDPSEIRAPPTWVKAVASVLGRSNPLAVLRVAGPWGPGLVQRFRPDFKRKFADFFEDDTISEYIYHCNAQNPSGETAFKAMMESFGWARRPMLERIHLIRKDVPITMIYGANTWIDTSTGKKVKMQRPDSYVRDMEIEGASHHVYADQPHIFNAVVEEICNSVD
#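 Assay system: Wild-type mouse ABHD4 protein | Medium: HEPES pH 7.0 buffer, 150 mM NaCl, 0.01% Pluronic F-127 | Incubation: Enzyme–compound pre-incubation 45 min, then probe 60 min, both 25 °C | Technique: Fluorescence polarization with parallel and perpendicular emission, 525/598 nm | Evaluation: % inhibition of FP-Rh probe binding versus controls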
# LEDGF integ inh: blocks HIV-1 LEDGF/p75-dependent DNA integration; inhibition, % at 3.7 µM; 370,000 compounds, 0.64% hits; TR-FRET IN-LEDGF/p75 DNA integration, Eu/Cy5;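 active = inhibition above the screen-wide mean plus 3 SD, cut at about 13% in these data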;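 also: signal is the Cy5 over europium emission ratio at 671 and 618 nm; 0% = plate median of compound wells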
# SIAE primary: inhibitors of human sialic acid acetylesterase SIAE; Q9HAT2; SIAE FP-Rh probe binding, fluorescence polarization; inhibition, % at 9.66 µM; 370,000 compounds, 0.69% hits;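 active = inhibition above a cutoff: mean of compounds within the control limits plus 3 SD of those, cut at about 17% in these data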;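 also: 0% = plate median of compound wells and 100% = probe without SIAE protein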
# DDE Tn7 FP inh: disrupts Tn7 cyclic peptide binding to fibrin D-Dimer-E complex; P02675; inhibition, % at 8.3 µM; 370,000 compounds, 0.13% hits; FP displacement of FITC-Tn7 peptide from fibrin DD(E); 0% = median of compound wells per plate;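 active = inhibition above the mean of compounds falling within the control limits plus 3 SD of them, cut at about 14% in these data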;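 also: 0% = plate median of compound wells and 100% = 10 µM Aha-Tn7 peptide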
#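 Assay system: Human clot-derived fibrin DD(E) complex | Buffer or medium: Tris/NaCl/CaCl2 buffer, pH 7.8 | Repeats: One replicate per compound | Benchmarks: Aha-Tn7 high control | Measure: % inhibition scaled between sample-field median and high-control FP | Schedule: 10 min plus 3 h, room temperature | Signal: Fluorescence polarization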
# PRMT1 inh: inhibitors of human PRMT1. recombinant PRMT1, activity-based probe fluorescence polarization. inhibition, % at 2.79 µM. 370,000 compounds, 1.3% hits. AID 652257;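 active = inhibition above about 21% made by adding two undisclosed values, limit read from the data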
# PG9 Ab binder: binds the HIV-1 gp120 antibody PG9 | TR-FRET gp120-PG9 antibody binding | AID 624416 | inhibition, % at 6.7 µM | 360,000 compounds, 0.43% hits; in the data active = inhibition above about 8.5%
# HTRA1 inhibitor: HTRA1 (human) protease inhibition; 340,000 compounds, 0.5% hits; recombinant HTRA1, FP-rhodamine activity-based probe, fluorescence polarization; inhibition, % at 5.96 µM; AID 504803; Q92743; in the data active = inhibition above about 36%;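 also: 0% = enzyme with DMSO and 100% = wells lacking enzyme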
# Target sequence (Q92743 whole entry, looked up): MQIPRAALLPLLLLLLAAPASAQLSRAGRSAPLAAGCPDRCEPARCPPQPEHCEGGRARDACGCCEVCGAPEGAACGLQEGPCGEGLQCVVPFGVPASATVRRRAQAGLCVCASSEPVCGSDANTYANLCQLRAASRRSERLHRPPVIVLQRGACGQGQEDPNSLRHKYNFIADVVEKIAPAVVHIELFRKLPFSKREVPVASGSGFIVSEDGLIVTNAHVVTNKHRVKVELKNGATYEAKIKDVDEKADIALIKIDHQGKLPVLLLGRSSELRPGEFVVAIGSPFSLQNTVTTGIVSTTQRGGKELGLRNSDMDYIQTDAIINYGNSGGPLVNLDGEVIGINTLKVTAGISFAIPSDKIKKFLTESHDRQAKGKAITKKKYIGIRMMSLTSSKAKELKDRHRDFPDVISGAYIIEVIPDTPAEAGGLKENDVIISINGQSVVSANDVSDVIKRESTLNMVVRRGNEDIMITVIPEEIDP
# TCR CD3 inh: human TCR-CD3 binding inhibition; AID 651800; inhibition, % at 9.4 µM; 360,000 compounds, 0.37% hits; TAMRA-labeled TCR probe fluorescence, biochemical; in the data active = inhibition above about 19%;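 also: recombinant mutant TCR 2C K166C tagged with TAMRA read by polarization; 0% = receptor in buffer alone and 100% = receptor with positive control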
# * marks the source's active call; other numbers are inactive results; / = not tested or not shown.
nr	canonical_smiles	UHRF1 binding	TDP2 inh	mABHD4 FP	LEDGF integ inh	SIAE primary	DDE Tn7 FP inh	PRMT1 inh	PG9 Ab binder	HTRA1 inhibitor	TCR CD3 inh
1	NC(=S)c1ccc[n+]([O-])c1	4	-10	3	2	-2	-4	59*	-0.9	-3	-3
2	COCCCNC(=S)NNC(=O)c1cc(C2CC2)nc2ccccc12	-1	10	2	3	10	-3	-1	0.2	1	-1
3	COc1ccc(/C=N/Nc2ncc(Br)cn2)c(OC)c1	5	9	5	-1	5	11	0	0.4	6	-5
4	COC(=O)c1cc2ccsc2n1Cc1nc(-c2ccc(OC)cc2)oc1C	0	5	-14	1	-4	6	3	-1.9	-31	6
5	COc1cccc(/C=N/NC(=O)CN2CC(c3ccccc3)CC2=O)c1O (centres undefined)	-1	-5	5	-5	-4	0	-3	-2.2	-2	-3
6	NC(=O)Nc1ccc(C(=O)OCC(=O)NC2CCCc3ccccc32)cc1 (centres undefined)	4	1	-3	1	-6	1	5	2.9	-6	-4
7	N/C(CS(=O)(=O)c1ccccn1)=N\OC(=O)c1ccc(Cl)cc1	-1	1	4	-1	-1	3	2	0.8	6	0
8	NC(Cc1ccc(C(F)(F)F)cc1)c1csc(Nc2cnccn2)n1 (centres undefined)	-1	-3	21	3	-1	1	3	-1.5	/	-9
9	O=C(COc1cc(F)ccc1[N+](=O)[O-])Nc1cccc(S(=O)(=O)NC2=NCCC2)c1	-2	5	3	1	1	7	-2	-0.8	4	0
10	COC(=O)C(C)(C)ONC(=O)Nc1ccccc1	-2	-16	4	1	1	-12	-2	-2.7	6	4
11	C[C@H]1[C@@H](OC(=O)NCc2ccccc2Cl)CC[C@@]23CCCN2C(=O)CCC[C@@H]13	2	7	-6	-1	2	4	3	/	/	/
12	O=C1c2ccccc2C(=O)N1CN(C(=O)c1ccccc1[N+](=O)[O-])c1ccc(F)cc1	4	-6	6	0	3	-1	-2	0.1	-2	8
13	COc1cc(N)c2ncccc2c1Cl	5	47*	34*	44*	15	10	8	-4.7	6	10
14	CCCCOC(=O)C(C)Sc1n[nH]c(=O)[nH]c1=O (centres undefined)	-4	6	1	0	-3	5	-3	-1.6	-4	2
15	Cc1ccc(CC(=O)Nc2cccnc2)cc1	9	-15	0	-6	-2	-2	1	-2.3	-4	-4
16	CCn1c(SCC(=O)NCc2ccccc2)nc2nc3c(cc2c1=O)CCCC3	3	-25	-6	0	-9	-13	-4	-0.3	-1	-8
17	Cc1ccccc1C(=O)Nc1ccnn1C1CCN(CCCc2ccccc2)CC1	1	-8	4	1	0	-4	1	-2.8	-8	2
18	O=C(Nc1c2c(nn1-c1cccc(Cl)c1)CS(=O)(=O)C2)c1ccco1	-1	11	5	0	-3	8	2	-0.1	-10	-4
19	CCC(=O)NCCc1cc2ccc(C)c(C)c2[nH]c1=O	0	2	-2	0	2	9	-4	0.9	-1	0
20	COc1ccc(/C=N/NC(=O)CCC(=O)Nc2ccccc2)cc1OC	8	3	7	-2	-2	3	4	-2.1	4	-2
21	O=C(O)c1ccccc1C(=O)c1cccc2ccccc12	2	17	2	0	-2	-7	-4	-0.4	5	0
22	CC(C)Oc1ccc(N2CC(C(=O)Nc3ccccc3F)CC2=O)cc1 (centres undefined)	1	-5	-5	-3	3	-3	0	-0.6	-2	-1
23	O=C(N/C(=C/c1cccs1)c1nc2ccccc2[nH]1)c1ccccc1	-2	7	1	2	-4	-2	0	-10	-9	-3
24	COc1ccc(/C=N/NC(=O)C2(C)NC(C)(C)Cc3ccccc32)cc1 (centres undefined)	-1	9	-5	0	5	6	-2	-1.6	6	-4
25	CC(=O)N1CCc2cc(S(=O)(=O)NC(Cc3ccccc3)C(=O)Nc3cc(C)ccn3)ccc21 (centres undefined)	-1	-10	-3	2	1	-1	-3	-2.4	-9	2
26	COc1ccccc1CCc1nnc(CCC(=O)NC(C)Cc2cccc(C)n2)o1 (centres undefined)	0	11	4	-5	-4	9	1	2.0	4	4
27	COc1ccc(C(CNC(=O)C(CCSC)NC(=O)c2ccccc2Cl)N2CCCC2)cc1 (centres undefined)	1	4	11	-1	6	-9	1	0.6	-3	-6
28	CN1CCC(N(C)CC(O)c2ccccc2)CC1 (centres undefined)	3	8	13	-1	4	1	-3	0.9	-6	3
29	COc1ccc(S(=O)(=O)N2CCN(CC(=O)N3CCOCC3)CC2)cc1OC	-1	4	-3	-1	-2	3	2	-0.2	/	11
30	CN(Cc1ccccc1)CC1CCCN(CCc2ccccc2F)C1 (centres undefined)	-3	-7	-1	5	4	-4	-5	-2.0	0	-1
31	O=C(NCc1ccccc1)c1c(O)c2ccccc2[nH]c1=O	-3	9	4	-3	14	2	2	1.0	-8	4
32	CCc1nnc(NC(=O)c2cc(S(=O)(=O)N(C)c3ccc(OC)cc3)ccc2Cl)s1	1	12	-2	0	1	-1	-2	-2.2	-4	-4
33	Cc1cc(C)nc(SCC(=O)Nc2ccnc3ccccc23)n1	0	1	7	-4	3	2	1	0.9	-5	5
34	O=C1OC(c2ccccc2)(c2cc(Br)c(O)c(Br)c2)c2ccccc21 (centres undefined)	0	-4	35*	1	-1	-3	0	-1.7	-7	6
35	O=C(O)c1cccc(-n2c(/C=C/c3ccccc3)nc3ccccc3c2=O)c1	-3	10	-14	1	-10	0	1	-1.2	-6	4
36	COC(=O)c1ccccc1NC(=O)COc1ccccc1[N+](=O)[O-]	0	1	-2	1	-4	-9	4	-0.7	1	3
37	COc1ccc(C(C)(C)C)cc1N1C(=O)[C@@H]2CSCCS(=O)(=O)N2C1=O	0	7	4	1	0	8	-4	-0.1	/	2
38	CCOc1ccc(S(=O)(=O)N2CCN(C(=O)c3ccncc3)CC2)cc1	2	-1	3	-4	0	4	0	-0.4	3	-9
39	O=C(Nc1ccc([N+](=O)[O-])c(NC(=O)c2cccnc2)c1)c1cccnc1	-1	6	-1	-1	-3	9	0	0.4	5	-5
40	CC(C)C[C@H](NC(=O)[C@@H](Cc1ccccc1)n1c(=O)[nH]c2ccccc2c1=O)C(=O)N[C@@H](Cc1ccccc1)C(=O)O	4	5	-4	-1	-4	-7	2	0.4	1	6
41	C=CCn1c(=O)c2c(nc3n2CCCN3CCc2ccccc2)n(C)c1=O	4	-4	-5	0	1	-2	-4	-2.4	3	5
42	CCCc1nc2ccc(C)cn2c1Cc1ccsc1	22*	3	-1	-2	0	5	9	-3.6	/	-2
43	O=C(CSc1ncnc2sc3c(c12)CCCC3)NC1CCS(=O)(=O)C1 (centres undefined)	0	0	2	-7	5	1	7	-0.5	1	-4
44	O=[N+]([O-])c1ccc(Cc2nnc(-c3ccc(F)cc3)o2)cc1	0	2	3	-2	-4	5	3	-0.4	2	4
45	Cc1ccc(-c2ccnc3c(Br)c(C)nn23)cc1	8	3	-6	-1	-10	0	3	0.5	-4	-7
46	Oc1ccc(Br)cc1/C=N/N1CCN(Cc2ccccc2)CC1	0	11	-4	-1	1	-4	-2	-1.0	-5	7
47	Cc1cccc(C)c1NC(=O)C1(C)CN(S(C)(=O)=O)CC(=O)N1CCOc1ccccc1 (centres undefined)	0	5	-1	2	-3	0	-3	-0.8	/	1
48	Cc1nc(N2CCN(c3ccccn3)CC2)c2c(C)c(C(=O)N3CCN(c4ccccc4F)CC3)sc2n1	-1	5	2	1	4	1	-2	1.0	0	-1

# Arranged by number of heavy atoms (largest number first): 3 of the compounds above
nr	canonical_smiles	UHRF1 binding	TDP2 inh	mABHD4 FP	LEDGF integ inh	SIAE primary	DDE Tn7 FP inh	PRMT1 inh	PG9 Ab binder	HTRA1 inhibitor	TCR CD3 inh
48	Cc1nc(N2CCN(c3ccccn3)CC2)c2c(C)c(C(=O)N3CCN(c4ccccc4F)CC3)sc2n1	-1	5	2	1	4	1	-2	1.0	0	-1
47	Cc1cccc(C)c1NC(=O)C1(C)CN(S(C)(=O)=O)CC(=O)N1CCOc1ccccc1 (centres undefined)	0	5	-1	2	-3	0	-3	-0.8	/	1
44	O=[N+]([O-])c1ccc(Cc2nnc(-c3ccc(F)cc3)o2)cc1	0	2	3	-2	-4	5	3	-0.4	2	4

# Next part.
nr	canonical_smiles	UHRF1 binding	TDP2 inh	mABHD4 FP	LEDGF integ inh	SIAE primary	DDE Tn7 FP inh	PRMT1 inh	PG9 Ab binder	HTRA1 inhibitor	TCR CD3 inh
49	CN(C(=O)COC(=O)c1cc2ccccc2cc1O)C1CCCCC1	1	-7	-6	2	-11	-2	-1	-0.4	-17	2
50	O=C(C[n+]1ccccc1)N/N=C/c1ccccc1C(F)(F)F	0	-10	4	-5	-4	1	2	-0.5	2	-1
51	OCCNCCOCCOc1ccccc1-c1ccccc1	0	-8	7	2	6	-5	-2	0.9	11	3
52	O=C(NC1CCN(C(=O)c2cccc([N+](=O)[O-])c2)CC1)c1ccccc1	1	7	3	-2	-3	0	10	-0.5	0	5
53	COc1ccc(CN2CCOCC2)c(C)c1C	-1	-4	-11	-2	0	2	-3	-0.9	2	3
54	O=C(NCC1CCCO1)C(=O)N/N=C/c1ccccc1C(=O)O (centres undefined)	0	-2	1	6	0	0	-2	1.8	4	-3
55	CCOc1ccccc1N(CC(=O)N1CCOCC1)S(=O)(=O)c1ccc(SC)cc1	4	-8	3	3	3	-6	1	2.2	-2	2
56	COC(=O)c1c(C)[nH]c(C(=O)OCC(=O)N2c3ccccc3NC(=O)C2(C)C)c1C	1	-11	1	-4	-8	6	-1	-1.6	-8	7
57	CCCCC(O)(CCCC)C(=O)NN(C(=O)OC)c1ccccc1	2	10	1	0	8	-1	-2	-1.7	-7	3
58	CCCCn1c(N)c(N(CC(C)C)C(=O)c2ccc(Cl)c(S(=O)(=O)N3CCCC3)c2)c(=O)[nH]c1=O	5	-15	-14	-7	5	0	7	0.1	0	-4
59	Cc1ccc(-c2nn(C(C)(C)C)c3ncnc(NS(=O)(=O)c4ccc([N+](=O)[O-])cc4)c23)cc1	4	-7	-7	5	0	-4	0	-2.2	-26	-2
60	O=C(N/N=C/c1cc(Cl)cc([N+](=O)[O-])c1O)NC12CC3CC(CC(C3)C1)C2	0	-5	11	-1	11	-5	-2	0.5	12	-2
61	O=C(NCc1ccccc1)C(c1ccccc1)n1c(-c2ccncc2)nc2ccccc21 (centres undefined)	-2	-2	-1	0	-2	4	-4	0.9	/	0
62	CCc1cc2c(cc3c(=O)n(CC(=O)NCCCN(CC)CC)nc(CC)n32)s1	-6	-2	-4	-1	-7	-3	1	-2.4	-4	-1
63	COc1c(O)c(O)c2oc(-c3ccccc3)cc(=O)c2c1OC	-2	-5	8	-8	1	0	12	-2.1	46*	-2
64	Cc1cc(N2CCN(S(=O)(=O)c3ccc(Cl)c(Cl)c3)CC2)c2ccccc2n1	1	-3	6	-3	-11	1	0	0.6	-30	4
65	COc1ccc(-c2nn(-c3ccccc3)cc2C(=O)Nc2nc(CC(C)=O)ns2)cc1	1	-14	-49	-2	-108	3	1	-3.4	-45	8
